# HCT116 bCat-KO: beta-catenin-lacking colon tumor cell growth suppression; HCT116 beta-catenin knockout viability, CellTiter-Glo, 60 h; hits give low values; viability, % at 10 µM; hit rate 1.5% among 140,000;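 active means viability at or under a set limit, the compound median less 4 SD, cut at about 6% in these data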;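 further: 0% = Hyamine 1622 control at 20 µM and 100% = untreated cell control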
# E-sel TNF inh: TNF alpha driven E-selectin expression inhibition; HUVEC TNFa-induced E-selectin immunofluorescence, high content; inhibition, % at 2 µM; hit rate 0.71% among 120,000;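 active means inhibition above the batch mean plus 3 SD, and confirmed as a hit on visual image review, cut at about 43% in these data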;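 further: 0% = TNF-stimulated DMSO wells and 100% = unstimulated control wells; not every result past the cut was called active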
# Measles CPE: protection of cells from measles virus; Measles virus-infected cells, CPE protection, absorbance; protection (pct of control), % at 4 µM; hit rate 1.5% among 140,000; AID 841; in the data active means protection mostly above about 24%, no sharp cut-off; inactive means mostly below about 26%; further: some compounds called inactive have numbers as strong as hits
# MRP1 act: activators of MRP-1; hit rate 0.61% among 140,000; viability increase, % at 10 µM; H69AR cells + doxorubicin, viability rescue, CellTiter-Glo;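 active means viability gain under doxorubicin at or above a set limit, the compound median plus 3 SD, cut at about 4.7% in these data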;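 further: MRP-1 overexpressing cells given doxorubicin 25 µM after compound pretreatment; 18-22 h compound pretreatment then 72 h with doxorubicin before readout; 0% = doxorubicin-only wells and 100% = vehicle-treated cells without doxorubicin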
# GALR2 antag: antagonists of human galanin receptor 2 (GALR2). hit rate 0.39% among 140,000. GALR2-expressing cells, antagonist mode. inhibition, % at 4 µM. AID 828; in the data active means inhibition above about 27%;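 further: cells stimulated with galanin 1-16 at roughly its EC80; 0% = agonist challenge control and 100% = basal control without agonist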
# Target sequence (O43603 whole entry, looked up): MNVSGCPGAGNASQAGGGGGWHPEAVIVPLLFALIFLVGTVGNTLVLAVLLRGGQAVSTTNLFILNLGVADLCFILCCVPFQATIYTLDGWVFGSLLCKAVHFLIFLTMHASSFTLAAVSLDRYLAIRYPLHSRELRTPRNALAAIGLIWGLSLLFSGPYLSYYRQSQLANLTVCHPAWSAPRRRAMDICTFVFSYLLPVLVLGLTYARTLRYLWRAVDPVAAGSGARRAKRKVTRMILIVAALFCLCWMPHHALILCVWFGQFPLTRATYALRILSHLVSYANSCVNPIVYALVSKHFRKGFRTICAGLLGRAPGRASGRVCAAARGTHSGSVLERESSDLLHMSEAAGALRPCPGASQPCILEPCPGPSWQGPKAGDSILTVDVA
# Yeast lifespan up: extends the lifespan of yeast; inhibition of the nicotinamide effect, % at 10 µM; hit rate 0.68% among 130,000; S. cerevisiae growth with nicotinamide, OD615; deaD strain in restrictive glucose medium;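 active means inhibition above a set limit, placed 3 SD over the median of all compounds, cut at about 26% in these data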;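 further: 0% = nicotinamide-treated wells and 100% = cells grown without nicotinamide; some compounds called inactive have numbers as strong as hits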
#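 Material: Modified budding yeast, DeaD strain | Medium: Restrictive glucose medium | Probe or stimulus: 1.5 mM nicotinamide | Dosing: Single dose 10 µM compound, 0.25% DMSO | Times: 48 h at 30 °C | Technique: OD615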
# BB579 growth dn: chemicals that inhibit yeast BB579 growth in restrictive medium (lifespan-shortening candidates). S. cerevisiae BB579 growth, OD615, 48 h. inhibition, % at 10 µM. hit rate 0.51% among 140,000;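 active means inhibition above a set limit, 3 SD over the mean compound inhibition, cut at about 44% in these data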; further: inactives centre near -24
#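 controls = amphotericin B 10 µg/mL, positive | assay system = DeaD yeast strain BB579 | schedule = 48 h compound exposure at 30 °C after 4 h preincubation | detection = OD615 turbidity measurement | medium = restrictive CSMM-D medium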
# Phagocyt inh: inhibitors of macrophage phagocytosis | hit rate 0.07% among 110,000 | inhibition, % at 5 µM | AID 1029 | J774A.1 macrophage IgG-bead phagocytosis, imaging;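 active means inhibition above the mean of the plate negative controls plus 5 SD, cut at about 13% in these data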;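 further: phagocytic index as fraction of beads internalized from green versus red external bead signal; plate controls were DMSO negative control for no effect and cytochalasin-D positive control for full effect; some results beyond the cut were filed as inactive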
# NPY-Y2 antag: blocks the human neuropeptide Y Y2 receptor; P49146; NPY-Y2 expressing cells, antagonist mode; inhibition, % at 2.7 µM; hit rate 0.99% among 140,000; in the data active means inhibition above about 17%;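 further: 0% = vehicle with agonist challenge and 100% = reference antagonist with challenge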
# Target sequence (P49146 whole entry, looked up): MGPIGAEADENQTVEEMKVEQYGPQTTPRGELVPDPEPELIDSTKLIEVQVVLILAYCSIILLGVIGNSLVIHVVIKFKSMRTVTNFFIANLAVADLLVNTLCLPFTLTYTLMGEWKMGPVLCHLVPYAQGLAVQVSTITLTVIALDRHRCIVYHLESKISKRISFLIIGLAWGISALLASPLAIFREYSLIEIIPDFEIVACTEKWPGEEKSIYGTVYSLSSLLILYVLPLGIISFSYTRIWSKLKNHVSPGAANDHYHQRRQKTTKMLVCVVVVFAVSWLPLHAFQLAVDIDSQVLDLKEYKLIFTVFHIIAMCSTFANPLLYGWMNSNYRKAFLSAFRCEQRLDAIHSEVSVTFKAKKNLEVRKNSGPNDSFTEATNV
# PTEN del growth: growth suppressors of cells with PTEN tumor suppressor deletion. HCT116 PTEN-null viability, CellTiter-Glo, 60 h; hits give low values. viability, % at 10 µM. hit rate 1.2% among 140,000;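 active means viability at or below a set limit, 4 SD under the median of all tested compounds, cut at about 3.7% in these data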;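 further: PTEN knockout HCT116 line with beta catenin targeted HCT116 as companion control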
# Numbers without * were called inactive; . = no result given.
No.	SMILES	HCT116 bCat-KO	E-sel TNF inh	Measles CPE	MRP1 act	GALR2 antag
1	O=C(COC(=O)C(O)c1ccccc1)NC12CC3CC(CC(C3)C1)C2 (centres undefined)	94	-15	10	1.0	-1
2	O=C(CSc1ncc(-c2ccccc2)n1-c1ccccc1)NCc1ccco1	88	-7	1	-2.6	-9
3	Cc1c(NC(=O)OCc2ccccc2)c(=O)n(-c2ccccc2)n1C	96	.	6	0.7	-3
4	Cc1cc(C)nc(NC(=O)CSc2ccccn2)n1	88	-39	3	-2.8	3
5	COCc1cc(C2C(C(=O)c3ccco3)=C(O)C(=O)N2CCOCCO)ccc1O (centres undefined)	90	.	10	0.1	-10
6	O=C(N/N=C/c1c(Cl)cccc1Cl)c1n[nH]c2c1CCCC2	91	6	6	-0.6	3
7	CCOc1ccc(NC2c3ccccc3C(=O)N2Cc2ccco2)cc1 (centres undefined)	66	.	2	-2.5	6
8	CN1C(=O)C(O)(CC(=O)/C=C/C=C/c2ccccc2)c2ccccc21 (centres undefined)	81	.	15	-3.6	0

No.	Yeast lifespan up	BB579 growth dn	Phagocyt inh	NPY-Y2 antag	PTEN del growth
1	-5	-10	0	1	99
2	-6	35	2	5	88
3	-4	-1	0	1	110
4	-9	-15	.	3	91
5	-6	-21	-1	2	102
6	3	-8	-11	3	88
7	-1	-28	1	3	69
8	-5	-36	1	0	91

# Additional results
No.	SMILES	HCT116 bCat-KO	E-sel TNF inh	Measles CPE	MRP1 act	GALR2 antag
9	CC(C)CN1CN(Cc2ccco2)CNC1=S	96	.	3	2.3	4
10	O=C(Nc1ccccc1)c1ccc2c(c1)OCO2	95	3	6	-0.1	-7
11	CCOc1ccc(N=c2scc(-c3ccc(OC)cc3)n2CCO)cc1	77	-44	11	-2.3	5
12	CCOC(=O)c1ccc(NC(=S)N2CCSC2c2ccc(OC)cc2)cc1 (centres undefined)	95	.	17	-0.7	-16
13	O=C(Nc1ncc(Cc2ccccc2)s1)c1cccs1	82	-3	7	-3.3	5
14	O=[N+]([O-])c1nn(-c2ccccc2)n(O)c1=NCCc1ccccc1	73	1	3	-4.0	3
15	O=C(C1CCN(C2CC(=O)N(c3cccc(Cl)c3)C2=O)CC1)N1CCCCCC1 (centres undefined)	89	-12	7	-1.8	14
16	CCN(CC)C(=O)c1c2c(nc3ccccc13)-c1ccccc1CC2	56	.	2	-1.1	-2

No.	Yeast lifespan up	BB579 growth dn	Phagocyt inh	NPY-Y2 antag	PTEN del growth
9	4	-42	9	1	95
10	-9	-70	-2	6	95
11	.	-31	.	-2	81
12	6	-20	4	1	101
13	-7	-23	-1	0	68
14	-5	8	1	2	66
15	-9	-37	-2	0	93
16	-11	-39	0	4	57

# Other records.
No.	SMILES	HCT116 bCat-KO	E-sel TNF inh	Measles CPE	MRP1 act	GALR2 antag
17	CC1CN(C(=O)c2c(Br)cnn2C)CC(C)O1 (centres undefined)	86	8	17	-0.4	-2
18	O=C(COc1ccc(Cl)cc1Cl)N/N=C/CCc1ccccc1	95	-55	6	-3.6	-7
19	CC(C)NC(=S)Nc1ccc(Oc2ccccc2)cc1	97	-18	1	-4.6	7
20	Cc1cc(-c2ccc(/C=N/n3cnnc3)o2)ccc1Cl	88	-4	10	1.1	-1
21	CC1CCCC(NC(=O)COC(=O)Cc2ccsc2)C1C (centres undefined)	102	20	11	0.1	-2
22	O=[N+]([O-])c1ccc(Oc2ccc(F)cc2)c2ccncc12	65	7	7	-2.7	1
23	CCc1ccc(CNC(=O)CN2C(=O)COc3ccccc32)cc1	93	-29	7	0.0	-4
24	CCCCCn1c(N)c(-c2nc3ccccc3s2)c2c([N+](=O)[O-])nn(C)c(=O)c21	27	-8	9	-6.2	3

No.	Yeast lifespan up	BB579 growth dn	Phagocyt inh	NPY-Y2 antag	PTEN del growth
17	3	-22	-4	3	97
18	-24	-22	.	21*	90
19	-16	14	-1	1	94
20	-8	-20	0	2	85
21	1	-30	-1	4	113
22	47	-45	-2	2	68
23	-4	-13	0	3	95
24	-1	-12	1	0	8

# (more compounds)
No.	SMILES	HCT116 bCat-KO	E-sel TNF inh	Measles CPE	MRP1 act	GALR2 antag
25	Nc1nc(CSc2n[nH]c(-c3ccccc3)n2)nc(Nc2ccccc2)n1	90	-10	4	-0.6	11
26	O=C(Cn1cc([N+](=O)[O-])cn1)NCc1cc2ccccc2[nH]1	96	.	35	-2.2	6
27	Cc1nn(-c2ccccc2)c2nc(-c3ccncc3)cc(C(=O)NCc3ccco3)c12	60	0	2	-4.2	-8
28	CCOC1CS(=O)(=O)CC1OCC (centres undefined)	95	5	6	0.4	-6
29	NC1CCCCC1N=Cc1c(O)n(CCc2ccc(F)cc2)c(=O)[nH]c1=O (centres undefined)	79	-5	26	-2.7	-1
30	CSc1nc2ccc(NC(=O)C3CC(=O)N(Cc4ccco4)C3)cc2s1 (centres undefined)	97	-39	2	-2.1	21
31	COc1ccc(C(C)NC(=O)c2cccc([N+](=O)[O-])c2)cc1OC (centres undefined)	89	.	25	-1.0	5
32	COCc1cc(=O)n2[nH]c(C(F)(F)F)nc2n1	103	8	9	-0.5	-3

No.	Yeast lifespan up	BB579 growth dn	Phagocyt inh	NPY-Y2 antag	PTEN del growth
25	-6	-44	-1	1	91
26	0	-18	-2	0	87
27	-6	-47	-1	0	54
28	-19	-1	.	4	100
29	-27	-52	.	-2	81
30	-8	-6	2	0	95
31	-1	16	-11	2	93
32	-6	-15	0	3	103

# Other records.
No.	SMILES	HCT116 bCat-KO	E-sel TNF inh	Measles CPE	MRP1 act	GALR2 antag
33	CC(C)OCCCNC(=O)c1c(N)n(/N=C/c2cccs2)c2nc3ccccc3nc12	77	13	24	-1.3	-18
34	CCOC(=O)CSc1ncnc2c1nnn2-c1ccc(F)cc1	94	.	6	-1.8	-16
35	COc1ccc(CN2C(=S)NC(C)(C)CC2(C)O)cc1 (centres undefined)	92	.	5	-1.5	1
36	O=C(NCc1ccccc1)C1CCN(S(=O)(=O)c2cccc3cccnc23)CC1	95	.	3	-2.6	2
37	Cc1ccc(C(c2sc3nc(C)nn3c2O)N2CCN(C(=O)c3ccco3)CC2)cc1 (centres undefined)	80	2	7	-1.9	-11
38	CCCCn1nnnc1SCC(=O)c1ccc(C)c(C)c1	115	-38	9	-1.1	-3
39	CCOC(=O)c1cccnc1SCc1cc(=O)n2ccccc2n1	70	.	10	-2.5	2
40	O=C(c1ccc([N+](=O)[O-])cc1)N(Cc1ccc(Br)cc1)N1C(=O)CCCC1=O	101	98*	8	-1.0	-3

No.	Yeast lifespan up	BB579 growth dn	Phagocyt inh	NPY-Y2 antag	PTEN del growth
33	-4	-60	3	9	74
34	-6	2	0	6	98
35	41	-28	-1	-1	97
36	-14	3	-1	6	86
37	.	5	.	1	98
38	-22	-39	0	8	90
39	-11	19	-2	7	72
40	-15	-46	1	10	110

# Remaining list, next part
No.	SMILES	HCT116 bCat-KO	E-sel TNF inh	Measles CPE	MRP1 act	GALR2 antag
41	CSc1ccccc1NC(=O)CN(C)Cc1ccc(Br)cc1	81	28	11	-3.2	7
42	CC(C(=O)NCc1cccs1)n1cccc1 (centres undefined)	94	.	21	0.7	4
43	Cc1cc(Br)c2c(c1)=C(c1sc(N3CCCCCC3)nc1O)C(=O)N=2	94	0	13	0.6	0
44	Fc1cccc(CSc2nc3ncccc3[nH]2)c1	98	-6	3	-3.2	12
45	Cc1nc(SCC(=O)NC(=O)NCc2ccccc2)nc(C)c1C	91	5	7	-0.1	6
46	COCCN1Cc2cccc(C(=O)NCc3ccccn3)c2C1=O	93	.	10	0.1	-7
47	COc1cccc(C(=O)N/N=C/c2cn[nH]c2-c2ccc(OC)cc2OC)c1	102	-25	6	-0.6	-1
48	CCCOc1ccc(OCCOCCNCc2ccccc2)cc1	72	-10	8	-4.5	14

No.	Yeast lifespan up	BB579 growth dn	Phagocyt inh	NPY-Y2 antag	PTEN del growth
41	-1	-41	-7	15	80
42	1	-34	0	0	99
43	3	-44	-1	3	99
44	-26	-32	0	1	88
45	-15	-22	-2	6	98
46	-3	12	0	3	91
47	-7	-52	.	3	97
48	0	-22	-4	6	92

# (continued)
No.	SMILES	HCT116 bCat-KO	E-sel TNF inh	Measles CPE	MRP1 act	GALR2 antag
49	CCOc1ccccc1NC(=O)CSc1ncnc2c1oc1ccccc12	83	18	4	1.1	-3
50	CCOc1c(C(N)=O)cc([N+](=O)[O-])cc1[N+](=O)[O-]	88	.	4	1.6	2
51	Cc1ccccc1NS(=O)(=O)c1cc(S(C)(=O)=O)ccc1Cl	88	10	8	-1.3	-4
52	Cc1ccc(OCC(=O)N(Cc2ccccc2)C(C)C)c([N+](=O)[O-])n1	93	.	31	-1.2	0
53	CC1=C/C(=N\NC(=O)c2ccc(O)cc2)CC1	79	16	3	-0.7	0
54	Cc1cc(C)cc(OCc2ccc(C(=O)N3N=C(C(F)F)CC3(O)C(F)F)o2)c1 (centres undefined)	80	-17	13	-0.8	-1
55	CCOC(=O)c1c(C)[nH]c(C)c1C(=O)CSc1nc2ccccc2c(=O)n1-c1ccc(Cl)cc1	66	.	9	-1.0	-4
56	CN1C(=O)C(=O)N(CC(=O)N2CCc3ccccc32)C1=O	87	24	18	-0.9	0

No.	Yeast lifespan up	BB579 growth dn	Phagocyt inh	NPY-Y2 antag	PTEN del growth
49	7	-28	4	5	79
50	7	-46	-13	2	103
51	-10	-33	0	1	101
52	-2	7	-3	4	93
53	-1	-26	-8	2	77
54	-6	-17	-1	6	82
55	4	-20	-4	3	58
56	-2	-47	.	0	105

# (next part)
No.	SMILES	HCT116 bCat-KO	E-sel TNF inh	Measles CPE	MRP1 act	GALR2 antag
57	Cc1ccnc(N2CCC(C(=O)Nc3ccc4c(c3)CCC4)CC2)n1	87	-12	10	-2.5	7
58	S=C1NCN(C2CCCCC2)CN1Cc1ccccc1	94	.	4	-1.6	-6
59	Cc1ccc(SCC(=O)Nc2ccc(F)cc2[N+](=O)[O-])cc1C	93	2	16	-1.7	-1
60	COc1ccccc1NC(=O)C1(C)Cc2ccccc2C(=O)O1 (centres undefined)	106	-1	6	-2.1	7

No.	Yeast lifespan up	BB579 growth dn	Phagocyt inh	NPY-Y2 antag	PTEN del growth
57	-6	-32	-1	5	83
58	10	-36	.	4	92
59	1	-46	-1	5	88
60	-3	-31	0	3	101

# Screening data deposited in PubChem by several laboratories.
